Assay outcomes as filed in PubChem.
CCHF vOTU inh: CCHFV vOTU protease inhibition; Pep-AMC fluorescence; 370,000 tested, 0.55% active; AID 651958; inhibition, % at 11.5 µM; in the data active means inhibition above about 30%; further: 0% = vehicle wells with enzyme and 100% = no enzyme wells
Anthrax LF inh2: inhibitors of Bacillus anthracis lethal factor protease; P15917; multiplex microsphere protease cleavage assay, LF; inhibition, % at 10 µM; 360,000 tested, 0.12% active; AID 588501; further: plate controls were buffer without enzyme for full effect and enzyme alone for no effect
SARS 3CLpro inh: SARS-CoV 3CLpro protease inhibition; AID 1706; 290,000 tested, 0.14% active; inhibition, % at 6 µM; recombinant SARS-CoV 3CLpro, quenched FRET peptide cleavage; P0C6X7; in the data active means inhibition above about 12%
BH1578 lux ind: induces V. cholerae light production without autoinducers; activation, % at 18.7 µM; 350,000 tested, 0.16% active; AID 588436; V. cholerae BH1578 lux reporter, luminescence, 6 h; in the data active means activation mostly above about 9.7%, no sharp cut-off; inconclusive means no clear call, values can overlap the other calls; inactive means mostly below about 3.7%; further: not every result past the cut was called active; inactives centre near 0; reference of the scale not given here
Yp Topo-I inh: inhibitors of Yersinia pestis topoisomerase I; Y. pestis Topo-I cleavage product accumulation, plate reader; activity, % at 10 µM; AID 504884; 360,000 tested, 0.064% active; in the data active means activity above about 50%, passing the limit was not always enough; inconclusive means no clear call, values can overlap the other calls; further: inactives centre near 2
PfHsp40 rescue: restores yeast growth despite PfHsp40 toxicity; growth rescue, % at 12.5 µM; AID 504582; 340,000 tested, 0.68% active; S. cerevisiae expressing PfHsp40, growth rescue, ATP luminescence; in the data active means growth rescue above about 28%, passing the limit was not always enough; inconclusive means no clear call, values can overlap the other calls;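 further: yeast W303a lacking pdr1 and pdr3 grown in galactose medium; growth measured after three days at 30 °C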
BoNT A protease: inhibitors of Botulinum neurotoxin A light chain protease; multiplex microsphere protease substrate cleavage, flow cytometry; inhibition, % at 10 µM; 360,000 tested, 0.17% active; AID 588499; further: plate controls were buffer without enzyme for full effect and enzyme alone for no effect
TcdB inh: blocks C. difficile toxin B glycohydrolase activity | AID 652162 | 350,000 tested, 0.24% active | P18177 | TcdB glycohydrolase enzymatic assay, plate reader | inhibition, % at 9.99 µM; in the data active means inhibition above about 10%
DUSP3 inh: DUSP3 (human) phosphatase inhibition; inhibition, % at 13.3 µM; 290,000 tested, 0.52% active; recombinant VHR phosphatase, pNPP absorbance; in the data active means inhibition above about 50%; further: some compounds called inactive have numbers as strong as hits
SSB-PriA inh: inhibitors of Klebsiella pneumoniae PriA binding to SSB C-terminal tail; AlphaScreen SSBct-PriA binding, biotinylated peptide; inhibition, % at 33 µM; 430,000 tested, 0.6% active; in the data active means inhibition mostly above about 37%, no sharp cut-off; inactive means mostly below about 20%;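 further: plate controls were negative control peptide for no effect and reference peptide for full effect; strong numbers were not always called active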
The depositor's hits bear a star; i = inactive; ? = inconclusive; / = not tested or not shown; & = joins results of further samples. Unless noted, no stated cut-off is given here; in the data, active means inhibition above about 30%; inconclusive means no clear call, values can overlap the other calls; inactive means below that. Only part of the results is shown; count on the stated rates, not on these rows.

SMILES	CCHF vOTU inh	Anthrax LF inh2	SARS 3CLpro inh	BH1578 lux ind	Yp Topo-I inh	PfHsp40 rescue	BoNT A protease	TcdB inh	DUSP3 inh	SSB-PriA inh
CC(NS(=O)(=O)c1ccc(OCC(=O)NCc2cccnc2)cc1)c1ccccc1 (stereo unspecified)	-2	2	-2	-0.2	-5	0.4	0.8	0.2	15	-6
COCCCn1c(=O)/c(=C\c2ccc(OC(F)F)c(OC)c2)s/c1=C(/C#N)C(N)=O	6	-2	-2	i	-3	0.1	-0.3	1.3	7	/
C=CCNC(=S)N1CCN(CCN=CC2=C(O)CC(c3ccco3)CC2=O)CC1 (stereo unspecified)	-18	-1	-1	-0.3	-10	-1.3	-0.2	/	43	-5
Cc1ccc(C)c(OCCC(=O)Nc2cccc(S(=O)(=O)NC3=NCCCCC3)c2)c1	5	-2	/	i	-7	0.9	-0.6	0.8	/	11
O=C(NCc1ccccc1)NC(=O)c1ccccc1	-1	0	5	0.7	7	0.3	-1.8	/	-4	-2
Cc1cc(NC(=O)c2ccc(Cl)c([N+](=O)[O-])c2)no1	4	8	2	i	2	/	-0.2	7.7	19	-1
N/C(CSc1ncccc1C(F)(F)F)=N\O	12	-2	-1	-0.5	0	0.6	0.8	-3.9	25	/
CCOC(=O)N1CCC(n2c(=S)[nH]c3cc(OC)c(OC)cc3c2=O)CC1	-4	-4	0	-0.3	-2	0.7	0.2	/	6	-4
CCCCNC(=O)C1Cc2cc(S(=O)(=O)N3CCCCC3)ccc2N1C(C)=O (stereo unspecified)	8	1	-1	i	2	1.0	2.1	0.2	14	-1
CC(C)(C)c1ccc(CNc2cc(N3CCOCC3)ccc2[N+](=O)[O-])cc1	17	-2	6	-0.7	11	1.8	-0.4	/	17	25
COc1ccc(NC(=S)Nc2ccc3cn[nH]c3c2)cc1	20	-14	3	6.4	4	-1.0	-1.1	-0.1	14	17
Cc1ccc(N2C(=O)C3C4C=CC(CC4)C3C2=O)cc1[N+](=O)[O-] (stereo unspecified)	-11	-4	-6	i	-2	0.5	?	0.9	-2	-6
CC(CCc1ccc(O)cc1)N1CCC(Oc2ccc(C(=O)N3CCCC3)cc2)CC1 (stereo unspecified)	1	-5	-6	i	-10	-0.4	-2.8	0.1	-6	-4
O=C(O)CCC(=O)Nc1ccc(Br)cc1C(=O)c1ccc(Cl)cc1	3	-8	3	-3.7	12	-2.0	-1.4	2.0	8	-2&-5
O=C(CN1CCN(Cc2ccccc2)CC1)c1ccc(Br)cc1	-11	4	3	i	3	-1.4	0.2	0.7	15	0
COC(=O)c1nn(-c2ccccc2)c(=O)cc1O	-10	13	3	-0.3	6	0.1	2.4	1.2	20	-31
CCCOC(=O)c1ccccc1C(=O)OCCC	5	-3	/	-0.4	1	-0.9	-1.7	0.4	/	3
C/C(=N\NC(=O)c1cc(C)nc2ccc(C)cc12)c1ccncc1	3	-3	-7	-0.8	8	-0.5	-7.6	-0.2	36	/
O=C(N1CCN(c2ccccc2)CC1)C12CC3CC(CC(C3)C1)C2	3	-1	-10	0.2	1	0.6	0.9	-0.8	18	-3
O=C(Nc1ccc(F)c(Cl)c1)C1CC(=O)N(Cc2ccccc2)C1 (stereo unspecified)	-6	-1	-2	-0.7	4	-1.2	3.3	1.6	26	-15
CC(=O)c1ccc(NC(=O)C[n+]2ccccc2)cc1	-17	-16	-4	-0.3	1	0.6	2.6	1.0	11	-13
CN(C1CCCCC1)S(=O)(=O)Cc1ccccc1	-11	3	0	2.7	6	0.0	3.3	1.2	-6	-7
Cc1ccccc1NC(=S)NCCC(c1ccccc1)c1ccccc1	12	-2	2	1.6	27	-0.2	0.0	/	27	2
Cc1ccc(Cn2c(SCC(=O)N/N=C/c3ccc(C)o3)nc3ccccc32)cc1	7	-2	2	-0.9	14	1.9	-1.9	/	6	/
Cc1oc2ccc(NS(=O)(=O)c3ccc(F)cc3)cc2c1C(=O)O	1	0	-1	-0.5	-1	-0.7	-1.9	0.9	12	-10
CC(=O)Nc1cccc(NC(=O)CSc2nc(=O)n(Cc3ccccn3)c3c2CCC3)c1	0	-1	/	i	13	-1.0	0.8	2.6	/	12
COC(=O)Cn1c(=NC(=O)c2ccc(S(=O)(=O)N3CCc4ccccc4C3)cc2)sc2cc(OC)ccc21	-14	-1	-1	-0.6	6	-0.1	-0.7	/	4	2
CCOC(=O)C1(CCCc2ccccc2)CCN(C(=O)[C@@H]2C[C@@H](C)NC(=S)N2)CC1	2	-1	-2	-0.1	22	-0.4	-4.6	2.6	17	-4
O=C(Cc1cccs1)Nc1cccnc1	-12	0	0	-0.4	-1	0.1	0.6	0.5	36	-4
COc1ccc(CNC(=O)[C@H](C)NC(=O)C2CCN(S(=O)(=O)c3ccc(C)cc3)CC2)cc1	12	-9	-2	-0.2	6	-0.4	?	/	8	-10
COc1cccc(C2/C(=C(/O)c3cnn(-c4ccccc4)c3C)C(=O)C(=O)N2CCN(C)C)c1 (stereo unspecified)	15	0	1	i	-6	-0.3	-0.1	/	0	/
O=C(Nc1ccn(CCCNC2CCN(Cc3ccccc3)CC2)c(=O)n1)OCc1ccccc1	22	6	/	i	7	/	-0.4	1.4	/	/
O=c1c2cc(Br)ccc2[nH]c(=S)n1Cc1cccnc1	-1	-1	8	-0.5	-2	2.6	1.4	/	4	-5
COC(=O)c1ccccc1NC(=O)CN1CCC(n2nnc3cc(C(F)(F)F)ccc32)CC1	2	-2	3	i	9	-1.4	0.0	/	9	1
Nc1ccc2c(c1)C(=O)c1ccccc1-2	4	17	/	-0.7	-11	1.3	0.2	2.5	/	-2
Cc1nc(C)c(-c2csc(Nc3ccc(S(N)(=O)=O)cc3)n2)s1	6	11	-3	i	-1	-0.8	3.1	2.0	-5	-8
Cc1cccc(NC(=O)c2cc(-c3cccnc3)nc3c(C)cccc23)n1	-9	-2	-1	-0.1	40	-0.1	0.2	-0.5	18	-4
O=C(NN=C(c1ccccc1)c1ccccn1)c1ccccc1	10	-4	/	i	14	44*	-0.9	-7.9	/	-5
O=C(CSc1nnnn1-c1ccc2c(c1)OCCO2)N1CCc2ccccc21	-14	-1	-7	-0.7	12	-0.1	-1.7	1.1	26	-21
Brc1cnc2nc(SCc3nc4ccccc4[nH]3)[nH]c2c1	7	2	-1	i	-5	/	0.6	-0.1	17	2

Two of these compounds, reformatted:
| Structure | CCHF vOTU inh | Anthrax LF inh2 | SARS 3CLpro inh | BH1578 lux ind | Yp Topo-I inh | PfHsp40 rescue | BoNT A protease | TcdB inh | DUSP3 inh | SSB-PriA inh |
| --- | --- | --- | --- | --- | --- | --- | --- | --- | --- | --- |
| Cc1nc(C)c(-c2csc(Nc3ccc(S(N)(=O)=O)cc3)n2)s1 | 6 | 11 | -3 | i | -1 | -0.8 | 3.1 | 2.0 | -5 | -8 |
| Nc1ccc2c(c1)C(=O)c1ccccc1-2 | 4 | 17 | / | -0.7 | -11 | 1.3 | 0.2 | 2.5 | / | -2 |

Returning to the listing, starting 2 compounds before the break.
SMILES	CCHF vOTU inh	Anthrax LF inh2	SARS 3CLpro inh	BH1578 lux ind	Yp Topo-I inh	PfHsp40 rescue	BoNT A protease	TcdB inh	DUSP3 inh	SSB-PriA inh
O=C(CSc1nnnn1-c1ccc2c(c1)OCCO2)N1CCc2ccccc21	-14	-1	-7	-0.7	12	-0.1	-1.7	1.1	26	-21
Brc1cnc2nc(SCc3nc4ccccc4[nH]3)[nH]c2c1	7	2	-1	i	-5	/	0.6	-0.1	17	2
COc1cccc(N2CCN(C(=S)Nc3cccc(C)c3)CC2)c1	1	-3	-7	2.0	2	0.5	1.2	/	17	-6
CC(C)NS(=O)(=O)c1ccc(CCC(=O)N2CCOCC2)cc1	6	2	-1	i	-13	-1.2	-0.1	/	-5	4
COC(=O)C1C(=O)C2=C(CC1C)NC(=O)CC2c1ccc(O)c(OC)c1 (stereo unspecified)	5	1	-1	i	-1	-1.4	-0.6	/	28	-5
COc1cccc(CSCC(=O)NCCc2ccccc2)c1OC	-2	1	-5	-0.6	4	-2.0	1.1	0.5	6	0
Cc1cc2nc(SCCN3CCOCC3)[nH]c2cc1C	4	8	-7	i	0	0.4	0.3	/	5	-13
CN1CCCC(OC(=O)COc2ccccc2)C1 (stereo unspecified)	8	2	-3	-10	4	-2.0	0.2	/	21	-4
CN(C)S(=O)(=O)Oc1ccccc1C(=O)Nc1ccccc1Cl	-2	-1	-2	-0.2	4	-1.4	-0.4	0.8	8	-21
Cc1ccc(C(=O)NCCNc2nc3cc(C)c(C)cc3cc2C)cc1	-8	1	-4	0.2	-4	-1.3	0.3	/	14	-5
C=CCSc1nnc(NC(=O)Cn2cnc3c2c(=O)n(C)c(=O)n3C)s1	12	-2	-1	3.6	2	-0.9	-0.2	0.0	5	1
CCCN(CCC)Cc1c(C(=O)N/N=C/c2ccc(C)o2)nnn1-c1nonc1N	15	0	-5	-0.4	0	-1.2	3.1	-0.3	20	/
O=C(O)c1cccc(S(=O)(=O)Nc2cccc(S(=O)(=O)Nc3ccc(Br)cc3)c2)c1	-7	4	/	i	-3	0.7	3.4	-0.7	/	-2
CN(Cc1c(C(=O)N/N=C/c2cccc(F)c2)nnn1-c1nonc1N)C1CCCCC1	-15	-2	0	-0.7	-1	0.5	0.6	0.5	15	/
O=C(Nc1ccc(Nc2ccccc2)cc1)C1CC1	0	-11	-2	-0.4	-13	3.1	0.6	/	-5	-7
O=C(COC(=O)c1ccc([N+](=O)[O-])s1)NC(c1ccccc1)c1ccccc1	25	1	-1	i	-3	0.2	-0.5	1.4	0	-3
Cc1ccc(S(=O)(=O)Nc2ccc(Cl)cc2C(=O)c2ccccc2)cc1	7	-2	-5	-0.2	-6	2.4	0.1	/	3	6
COCCn1c(SC(C)C(=O)NC2CCCCC2C)nc2ccccc2c1=O (stereo unspecified)	/	6	/	-0.2	4	0.3	1.7	1.0	/	-1
O=C1OC(Cc2ccccn2)C(O)=C1C1=NCCCN1 (stereo unspecified)	3	-3	-3	-0.4	-4	0.5	-3.3	6.8	-4	-14
O=C(CCN1CCOCC1)NCC1COc2ccccc2O1 (stereo unspecified)	15	-5	-5	-0.6	1	1.7	-1.0	/	-1	-19
O=C(/C(Cl)=C/Nc1ccc(Br)cn1)C(F)(F)F	-4	-1	2	-0.4	-3	15	-1.3	-0.5	5	-2
CCOC(=O)CC(=O)CSc1n[nH]c(=O)[nH]c1=O	-3	-2	-1	-0.5	4	0.4	0.4	0.5	-2	-4
CC1=C([N+](=O)[O-])C(c2ccc(O)c(O)c2)NC(=O)N1 (stereo unspecified)	-3	-8	-3	-0.4	-10	-0.4	0.0	0.5	36	-13
Cc1nc(OCc2c(C)noc2C)c2ccccc2n1	-3	0	5	-0.6	4	-0.9	0.3	0.6	34	-31
CC(=O)c1cccc(NC(=O)Nc2ccccc2)c1	15	7	0	1.9	0	-1.5	-3.8	0.1	2	-1
CCCC(=O)Nc1c(C)nn(C(=O)CCC)c1C	4	-1	-2	5.0	4	-0.2	-0.1	/	4	-4
CN(C)CCNC(=S)NC1CCCCC1	9	-2	-6	-0.3	4	-0.4	0.3	/	-17	4
CCN(CC)S(=O)(=O)c1cc(C(=O)OCC(=O)c2ccc3c(c2)NC(=O)CO3)ccc1Cl	-3	?	9	-0.4	5	-1.5	-1.6	/	1	-10
Cc1noc(C)c1CSCC(=O)Nc1ccccc1N1CCCCC1	/	?	/	-9.9	34	-1.4	?	/	/	/
Cn1c(=O)n(CCCOc2ccc(Br)cc2)c2ccccc21	1	-1	2	i	38	0.0	0.2	/	-2	-19
Cc1ccc2c(C)c(C(=O)Nc3ccc(S(=O)(=O)Nc4onc(C)c4C)cc3)oc2c1	23	-1	5	0.4	8	-0.5	-1.4	1.6	19	-2
CCc1ccc(C(=O)CN2C(=O)NC3(CCOc4ccccc43)C2=O)s1 (stereo unspecified)	0	14	/	i	2	-0.4	0.8	1.1	/	-9
CCOC(=O)CSc1cc(C)nc(NC(C)=O)n1	0	3	-4	-0.1	-8	0.9	?	2.2	8	-4
